Screening results: PubChem BioAssay, several laboratories
NOD2 inhibition: NOD2 signaling inhibitors, cell-based, luminescence, uHTS, HEK293 (AID 1566). HEK293 NOD2/NF-kB luciferase reporter, luminescence; higher % means a stronger effect. inhibition, % at 4 µM, or EC50 in µM where a hit was titrated. hit rate 0.63% among 290,000; further: many of its hits are not listed in these tables
KOR beta-arrestin-1: KOR agonists, beta-arrestin recruitment, primary screen, cell-based, luminescence, uHTS (AID 1777); Kappa-type opioid receptor (Homo sapiens); KOR beta-arrestin recruitment, luminescence; higher % means a stronger effect; activation, % at 10 µM; hits with a dose series show EC50 in µM; hit rate 0.02% among 280,000; in the data active means activation above about 50%, passing the limit was not always enough; further: a part of the inactive calls stands beside numbers as strong as those of hits
Myeloid diff 2: induction of myeloid progenitor differentiation, primary screen, cell-based, flow cytometry, MLPCN library. ER-HoxA9 myeloid progenitors, lysozyme-GFP differentiation. calls only at 10 µM. hit rate 1% among 360,000. AID 624256, 2012;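 active means normalized GFP-positive differentiation at or above the plate's own cutoff, the solvent-only control mean plus 3 SD; inconclusive means no clear call, values can overlap the other calls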;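 further: cells exposed to compound for four days before flow analysis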
GPR55 LPI antagonism: GPR55 antagonists blocking LPI-driven arrestin recruitment, primary screen, imaging, U2OS, beta-arrestin-GFP, LPI agonist (AID 2013); G-protein coupled receptor 55 (Homo sapiens); U2OS GPR55 beta-arrestin-GFP translocation imaging, LPI antagonism; higher % means a stronger effect; inhibition, % at 10 µM, or IC50 in µM where a hit was titrated; hit rate 0.13% among 290,000;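 active means spots per cell inhibited over 60%, with over 100 cells counted and total cytoplasm intensity under 500,000; inconclusive means wells with under 100 cells, flagged as likely toxic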;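 further: U2OS cells stably carrying GPR55 and arrestin-GFP stimulated by 5 µM LPI near EC80; imaged beta-arrestin-GFP aggregate spots per cell after agonist stimulation; plate controls were LPI-stimulated DMSO wells for no effect and DMSO wells without LPI for full effect; some results filed as inactive read as strong as hits; confirmed hits need IC50 under 10 µM and bright autofluorescent wells are also inconclusive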
NOD1 inhibition: NOD1 signaling inhibitors, primary screen, cell-based, luminescence, uHTS (AID 1578); NOD1-driven NF-kB luciferase reporter cells, luminescence; higher % means a stronger effect; one-dose inhibition, % at 4 µM; EC50 in µM for titrated hits; hit rate 1% among 290,000; in the data active means inhibition mostly above about 36%, no sharp cut-off; inactive means mostly below about 34%;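 further: HEK-293T reporter cells stimulated with the NOD1 agonist gamma-tri-DAP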
KOR beta-arrestin-2: KOR antagonists, beta-arrestin recruitment, cell-based, luminescence, uHTS (AID 1778). Kappa-type opioid receptor (Homo sapiens). KOR beta-arrestin recruitment, luminescence, antagonist mode; higher % means a stronger effect. inhibition, % at 10 µM, or IC50 in µM where a hit was titrated. hit rate 0.091% among 290,000; further: strong numbers were not always called active
GPR55 beta-arrestin: GPR55 agonists via beta-arrestin recruitment, primary screen, imaging, U2OS cells, beta-arrestin-GFP redistribution (AID 1961) | G-protein coupled receptor 55 (Homo sapiens) | U2OS GPR55 beta-arrestin-GFP redistribution imaging; higher % means a stronger effect | activation, % at 10 µM; hits with a dose series show EC50 in µM | hit rate 0.048% among 290,000;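 active means activation above 40% with more than 50 cells counted in the well; inconclusive means wells holding fewer than 50 cells, flagged as toxic or sparse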;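 further: U2OS osteosarcoma cells stably expressing GPR55 and beta-arrestin-GFP; plate controls were DMSO negative control for no effect and LPI positive control for full effect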
HIV peptide binding: inhibitors of HIV fusion peptide binding, primary screen, biochemical, uHTS, fluorescence dequenching (AID 1986); cell-free peptide binding, fluorescence dequenching, 30 min; higher % means a stronger effect; hit rate 0.3% among 290,000; inhibition, % at 20 µM; hits with a dose series show IC50 in µM; in the data active means inhibition mostly above about 52%, no sharp cut-off; inactive means mostly below about 76%; further: some results filed as inactive read as strong as hits
GPR35 arrestin U2OS: GPR35 antagonists blocking zaprinast-driven arrestin recruitment, primary screen, imaging, U2OS, beta-arrestin-GFP, zaprinast agonist (AID 2058). G-protein coupled receptor 35 (Homo sapiens). U2OS GPR35 beta-arrestin-GFP translocation imaging, zaprinast antagonism; higher % means a stronger effect. inhibition, % at 10 µM; hits with a dose series show IC50 in µM. hit rate 0.052% among 290,000;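 active means inhibition of at least 50% with at least 30 cells and total cytoplasm GFP at most 10,000,000; inconclusive means under 30 cells or total GFP of 10,000,000 plus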
Myeloid diff 2 GFP+ MAC1+ %: second read-out of Myeloid diff 2, no call of its own (marks repeat the call); GFP+ MAC1+ double positive, %; measured here: differentiation confirmed by MAC1 staining
The depositor's hits bear a star; i = inactive; ? = inconclusive; / = no result given; + = active, no number; & = joins results of further samples; [ ] = another dose, or the depositor's remark. Unless noted, no stated cut-off is given here; in the data, active means inhibition above about 50%; inactive means the rest. This is a subset. The share of hits here may be higher or lower than overall.

SMILES	NOD2 inhibition	KOR beta-arrestin-1	Myeloid diff 2	Myeloid diff 2 GFP+ MAC1+ %	GPR55 LPI antagonism	NOD1 inhibition	KOR beta-arrestin-2	GPR55 beta-arrestin	HIV peptide binding	GPR35 arrestin U2OS
CC(OC(=O)c1ccco1)C(=O)NCc1ccc2c(c1)OCO2 (stereo unspecified)	-14.6%	1.9%	i	0.1	-5.8%	-19.5%	-33.1%	0.0%	1.3%	4.3%
O=c1oc2cc(O)c(Cl)cc2c2ccccc12	1.4%	1.5%	i	0.2	0.0%	-44.6%	-11.5%	-0.3%	1.6%	-8.3%
COc1ccc(NS(=O)(=O)c2csc(C(=O)N3CCCC3)c2)c(OC)c1	21.9%	-5.0%	i	1.7	1.4%	-17.6%	-5.3%	-0.1%	-0.4%	-5.1%
CCOc1ccc2nc(Cl)c(C3CC(c4ccccc4)=NN3C(=O)c3cccs3)cc2c1 (stereo unspecified)	4.1%	3.4%	i	0.3	-2.5%	1.9%	-55.6%	0.2%	-0.3%	/
COc1ccc(N2CCN(CCNC(=O)c3ccc(NC(=O)C4CCCO4)cc3)CC2)cc1 (stereo unspecified)	-21.5%	-0.5%	i	0.0	1.7%	-15.7%	28.0%	-0.1%	-2.5%	-3.7%
O=C(CCl)N(C1CCCC1)C1CCS(=O)(=O)C1 (stereo unspecified)	-58.1%	1.7%	i	1.2	13.5%	35.5%	-6.8%	-0.4%	2.3%	7.9%
Cc1c(C=O)c(C=O)c(C)n1Cc1ccccc1	-5.4%	/	i	0.0	-0.8%	-2.3%	7.2%	-0.1%	2.5%	-3.5%
COC(=O)CCC(=O)N1CCc2cc(S(=O)(=O)N3CCN(c4ccccc4Cl)CC3)ccc21	7.7%	1.0%	i	1.0	8.1%	-23.2%	-15.8%	-0.1%	4.5%	3.7%
Fc1ccccc1COc1ccc(C(=S)N2CCCC2)cc1	-1.0%	-2.8%	i	0.1	1.3%	-8.4%	8.3%	-0.1%	-0.9%	-13.8%
COc1ccc(CCC(=O)NC(C)C)cc1	17.5%	-2.9%	+	0.6*	3.4%	-11.1%	4.5%	-0.2%	-0.9%	-6.2%
CCCCNC(=S)N(CCCO)Cc1cc2cc3c(cc2[nH]c1=O)OCCO3	-2.3%	1.8%	i	0.7	11.1%	7.9%	-31.3%[20 µM]	0.3%	1.2%	-4.0%
CC(=O)CC1(O)C(=O)Nc2ccccc21 (stereo unspecified)	-15.7%	4.7%	i	3.2&0.3	-9.2%	-5.1%	-25.7%	0.5%	-0.5%	7.9%
COc1ccc(CN(C)C(=O)c2oc3ccccc3c2CSC)cc1F	11.3%	-1.7%	i	0.8	-6.4%	-2.1%	-5.9%	0.0%	1.4%	11.1%
COC(=O)C1=C(CS(=O)(=O)c2ccc(Cl)cc2)NC(=O)NC1c1ccc(O)c(OC)c1 (stereo unspecified)	5.5%	0.3%	i	0.6	7.7%	-26.8%	-9.7%	-0.1%	-0.7%	-6.0%
CCOCCCNS(=O)(=O)c1ccc2c(c1)CCN2C(C)=O	10.3%	4.8%	i	0.4	-2.1%	-23.3%	-6.8%	-0.1%	33.3%	1.5%
CC(NC(=O)c1ccccc1)c1ccc(F)cc1 (stereo unspecified)	-0.2%	3.4%	i	0.7	11.2%	-23.4%	8.2%	-0.3%	0.5%	-4.5%
COc1ccc(NC(=O)NCCC2=CCCCC2)cc1	-76.9%	-1.6%	i	0.0	-9.1%	-44.9%	-48.5%[20 µM]	0.0%	-0.4%	13.3%
CN(C)c1ccc(/C=C2\SC(=S)N(Nc3ncc(C(F)(F)F)cc3Cl)C2=O)cc1	-4.6%	-1.1%	+	8.3*	?	-5.7%	25.3%	3.2%	150.5%	?
Cn1nnnc1SCC(=O)NC(=O)c1cccc([N+](=O)[O-])c1	7.6%	-0.1%	i	0.8	3.8%	-10.5%	-27.1%	0.0%	0.2%	-6.8%
COCCNC(=O)CN1C(=O)c2cccc3cccc1c23	10.1%	-1.1%	i	0.7	-2.4%	-8.2%	-95.0%[20 µM]	0.2%	-0.4%	-6.6%
CC(=O)c1cccc(S(=O)(=O)N2CCCC(c3nc4c(nnn4Cc4cccc(Cl)c4)c(=O)[nH]3)C2)c1 (stereo unspecified)	16.4%	-6.5%	i	0.5	9.2%	-23.1%	12.3%	-0.2%	2.7%	0.6%
CCc1ccccc1NC(=O)CCc1nc(-c2ccc(C)cc2)no1	15.6%	-1.7%	i	1.2	4.5%	/	20.2%	0.3%	0.7%	2.7%
C/C(=N/NC(=O)c1ccc(C)s1)c1cccc(NC(=O)c2ccoc2C)c1	12.7%	-5.4%	i	0.5	-6.9%	5.2%	24.6%	-0.1%	-1.6%	6.7%
COc1ccccc1C1CC(c2cccc(NS(C)(=O)=O)c2)=NN1S(=O)(=O)c1ccccc1 (stereo unspecified)	-1.4%	2.4%	i	0.8	3.3%	12.8%	-5.1%	0.3%	-1.3%	10.8%
CC(=O)Nc1ccc(Br)c2ccccc12	15.2%	-4.4%	i	0.2	-4.0%	-4.6%	25.0%	-0.1%	-1.3%	6.3%
O=C(CCC1CCCC1)Nc1ccc([N+](=O)[O-])cn1	-41.7%	-0.3%	i	0.6	7.7%	-41.6%	/	0.6%	-0.7%	-7.0%
Cc1ccc(-n2c(C(C)n3nc(C)c([N+](=O)[O-])c3C)n[nH]c2=S)cc1 (stereo unspecified)	3.4%	-4.6%	i	1.0	5.6%	-36.6%	-0.3%	-0.4%	2.2%	-5.6%
Cc1ccc(C2=C/C(=C/c3cccnc3)C(=O)O2)c(C)c1	9.5%	-1.5%	i	0.5	0.9%	-16.2%	6.8%	39.3%	3.5%	-9.2%
COc1cc(NC(=O)c2ccccc2)c(OC)cc1NC(=O)Cc1ccc(F)cc1	4.4%	-3.6%	i	0.8	-8.1%	-31.0%	23.0%[20 µM]	-0.2%	1.4%	-5.5%
Cc1ccc(S(=O)(=O)Nc2ccncc2)c(C)c1	1.5%	1.7%	i	0.4	6.9%	-7.2%	4.4%	-0.2%	-1.2%	-5.0%
O=C(N/N=C/c1ccccn1)c1cc(-c2cccc3ccccc23)n[nH]1	12.6%	-3.9%	i	0.4	7.1%	-4.6%	15.8%	0.2%	0.4%	-2.0%
CS(=O)(=O)Nc1cccc(C2=NN(C(=O)c3ccco3)C(c3ccco3)C2)c1 (stereo unspecified)	-50.8%	3.0%	i	1.9	6.1%	-2.5%	-12.2%	-0.1%	1.1%	2.5%
COc1cc(C)cc(C(=O)O)c1C1=C(O)c2cccc(O)c2C(=O)C1=O	7.6%	-4.0%	i	2.8	2.1%	-1.3%	23.3%	0.0%	19.0%	-4.6%
COc1cc(OC)cc(C(=O)OCc2ccc([N+](=O)[O-])cc2)c1	-18.5%	-1.2%	i	0.1	16.1%	-10.8%	5.6%	-0.4%	-2.1%	15.5%
C=CC(=O)NC(C)(C)Cc1ccccc1	7.8%	-3.6%	i	0.9	11.1%	1.5%	25.2%	0.0%	1.6%	14.9%
COC(=O)c1[nH]c2ccccc2c1NC(=O)CN1CCN(C(=O)c2ccco2)CC1	-1.4%	-1.3%	i	1.1	4.3%	-4.0%	-5.4%	0.3%	4.3%	21.1%
COc1cc(C(Nc2ccc(S(=O)(=O)NCC3CCCO3)cc2)C(=O)NC(C)(C)C)cc(OC)c1OC (stereo unspecified)	15.8%	-1.5%	i	0.1	8.7%	4.8%	-10.5%	-0.1%	1.8%	17.5%
COc1cccc(OCC(=O)N(C)Cc2nc(-c3cccc(C)c3)no2)c1	5.7%	1.1%	i	0.4	-6.0%	-17.1%	-28.9%	-0.2%	0.5%	-1.5%
O=C(Cn1c2c(c(-c3ccccc3)cc1=O)CCCC2)N1CCCCCC1	-3.4%	-1.8%	i	2.2	19.8%	-32.7%	13.5%	-0.2%	0.7%	3.8%
COCCNC(=O)CSc1nc2ccccc2c(=O)n1CCC(=O)N1CCN(c2ccccc2)CC1	3.8%	6.4%	i	0.4	-6.1%	-7.3%	-27.6%	-0.4%	0.9%	-8.8%

Copied from the results shown, four compounds:
SMILES	NOD2 inhibition	KOR beta-arrestin-1	Myeloid diff 2	Myeloid diff 2 GFP+ MAC1+ %	GPR55 LPI antagonism	NOD1 inhibition	KOR beta-arrestin-2	GPR55 beta-arrestin	HIV peptide binding	GPR35 arrestin U2OS
COc1cc(C(Nc2ccc(S(=O)(=O)NCC3CCCO3)cc2)C(=O)NC(C)(C)C)cc(OC)c1OC (stereo unspecified)	15.8%	-1.5%	i	0.1	8.7%	4.8%	-10.5%	-0.1%	1.8%	17.5%
COc1cccc(OCC(=O)N(C)Cc2nc(-c3cccc(C)c3)no2)c1	5.7%	1.1%	i	0.4	-6.0%	-17.1%	-28.9%	-0.2%	0.5%	-1.5%
O=C(Cn1c2c(c(-c3ccccc3)cc1=O)CCCC2)N1CCCCCC1	-3.4%	-1.8%	i	2.2	19.8%	-32.7%	13.5%	-0.2%	0.7%	3.8%
COCCNC(=O)CSc1nc2ccccc2c(=O)n1CCC(=O)N1CCN(c2ccccc2)CC1	3.8%	6.4%	i	0.4	-6.1%	-7.3%	-27.6%	-0.4%	0.9%	-8.8%

Next section.
SMILES	NOD2 inhibition	KOR beta-arrestin-1	Myeloid diff 2	Myeloid diff 2 GFP+ MAC1+ %	GPR55 LPI antagonism	NOD1 inhibition	KOR beta-arrestin-2	GPR55 beta-arrestin	HIV peptide binding	GPR35 arrestin U2OS
COC(=O)CSc1nc2c(c(=O)n(C)c(=O)n2C)n1CCCc1ccccc1	13.0%	-2.8%	i	3.5	7.4%	0.0%	-8.9%	0.3%	-0.6%	15.6%
Nc1nc(CN2CCN(c3ccccc3F)CC2)nc(N2CCCc3ccccc32)n1	1.7%	-0.5%	i	1.0	-2.9%	31.8%	-56.4%[20 µM]	-0.1%	-1.1%	-0.5%
CCCc1nc2c([nH]1)c(=O)n(C)c(=O)n2C	10.8%	2.3%	i	0.3	3.4%	-7.1%	23.4%	0.0%	1.8%	2.3%
O=C(NNc1cc(Cl)ccc1Cl)C1CCC1	-8.1%	0.9%	i	1.0	4.6%	-7.1%	28.1%	-0.1%	-1.9%	3.4%
CCc1ccc(OCC(=O)Nc2nnc(C3CCCC3)s2)cc1	14.7%	1.8%	i	3.1	9.5%	-18.1%	24.6%	-0.2%	-0.3%	-10.9%
